# Bioassay records as filed in PubChem.
# FXIa inh 1536: human FXIa protease inhibitors, primary screen, biochemical, 1536-well; purified FXIa, Boc-Glu-Ala-Arg-AMC fluorogenic substrate; 0.14% of 220,000 active; inhibition, % at 5 µM; Coagulation factor XI (Homo sapiens), P03951;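 active = inhibition of at least 40%; inactive = inhibition below 40%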;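 also: fluorescence of freed AMC excited at 355 nm; 0% = enzyme without compound and 100% = no enzyme blank; many of its hits are not listed in these tables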
# Target sequence (P03951 19-387 limits assumed): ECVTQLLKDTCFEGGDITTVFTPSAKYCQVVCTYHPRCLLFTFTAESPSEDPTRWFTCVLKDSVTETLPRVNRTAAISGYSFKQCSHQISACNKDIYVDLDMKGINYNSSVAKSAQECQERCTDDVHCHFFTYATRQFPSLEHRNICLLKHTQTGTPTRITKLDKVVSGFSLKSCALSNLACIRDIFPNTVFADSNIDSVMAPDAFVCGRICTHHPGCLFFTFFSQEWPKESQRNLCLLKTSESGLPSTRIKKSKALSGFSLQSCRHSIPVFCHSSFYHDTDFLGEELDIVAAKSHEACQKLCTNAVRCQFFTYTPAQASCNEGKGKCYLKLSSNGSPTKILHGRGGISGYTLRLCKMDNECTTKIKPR
# Target sequence (P03951 388-625 limits assumed): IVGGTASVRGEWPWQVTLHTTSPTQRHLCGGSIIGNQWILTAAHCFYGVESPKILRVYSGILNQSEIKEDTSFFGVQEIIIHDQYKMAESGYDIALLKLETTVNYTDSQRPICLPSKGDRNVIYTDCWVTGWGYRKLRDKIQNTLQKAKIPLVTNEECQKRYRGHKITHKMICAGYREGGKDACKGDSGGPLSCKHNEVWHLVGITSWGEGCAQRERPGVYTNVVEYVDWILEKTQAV
# FXIIa inh: human FXIIa protease inhibitors, primary screen, biochemical, 1536-well; 0.3% of 220,000 active; inhibition, % at 5 µM; AID 800, 2007; Coagulation factor XII (Homo sapiens), P00748; purified FXIIa, Boc-QGR-AMC fluorogenic substrate, 2 h; in the data active = inhibition above about 40%;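 also: 0% = enzyme with no compound and 100% = blank without enzyme; many of its hits are not listed in these tables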
# p97 ATPase inh: inhibitors of human p97 ATPase, primary screen, biochemical; Transitional endoplasmic reticulum ATPase (Homo sapiens), P55072; 0.42% of 220,000 active; recombinant p97 ATPase, Kinase-Glo ATP luminescence, 3 h; inhibition, % at 8 µM; in the data active = inhibition above about 15%;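 also: 0% = DMSO vehicle and 100% = wells lacking enzyme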
# Furin inh: human furin inhibitors, primary screen, biochemical, fluorescence intensity. purified furin, fluorogenic substrate cleavage. inhibition, % at 30 µM. 0.061% of 220,000 active. P09958. AID 463115, 2010; in the data active = inhibition above about 25%; also: inactives centre near -15
# Wee1 degr inh: Wee1 degradation inhibitors, primary screen, cell-based, HeLa, Wee1K328M-luciferase, luminescence | Wee1-like protein kinase (Homo sapiens), P30291 | HeLa Luc-Wee1K328M stability; 100% = proteasome inhibitor MG132 effect | reporter increase, % at 5 µM | 1.2% of 220,000 active;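 active = activation above the mean of all tested compounds plus 3 SD, set per screening run, cut at about 8.8% in these data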;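 also: cells exposed to compound for 20 h before luminescence read; 0% = DMSO alone and 100% = MG132 at 30 µM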
# KLK5 inh: human KLK5 protease inhibitors, primary screen, biochemical, 1536-well. Kallikrein-5 (Homo sapiens), Q9Y337. recombinant hK5, fluorogenic AMC substrate cleavage. inhibition, % at 5 µM. 0.59% of 210,000 active. AID 873, 2007;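 active = inhibition of 40% or more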;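 also: 0% = enzyme controls without compound and 100% = no-enzyme blanks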
# Target sequence (Q9Y337 67-293 limits assumed): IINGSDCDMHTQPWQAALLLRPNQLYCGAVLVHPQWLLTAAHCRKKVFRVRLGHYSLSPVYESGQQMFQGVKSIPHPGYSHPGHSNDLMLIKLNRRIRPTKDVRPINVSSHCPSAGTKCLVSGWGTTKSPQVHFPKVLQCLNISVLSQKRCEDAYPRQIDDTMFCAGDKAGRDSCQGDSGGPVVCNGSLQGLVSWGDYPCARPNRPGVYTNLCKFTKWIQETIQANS
# Cl transport mod: KCC2 cotransporter modulators, thallium flux, primary screen, cell-based, HEK293 KCC2, FluoZin-2 fluorescence, MLSMR; Solute carrier family 12 member 5 (Homo sapiens), Q9H2X9; KCC2 cells, thallium flux FluoZin-2 fluorescence; B-score of Tl+ flux slope (higher = more flux/activation; lower = inhibition) at 10 µM; 2.2% of 190,000 active; AID 1456, 2008;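 active = thallium flux slope and its plate-corrected score both differing from the plate sample mean at a set confidence after two filtering rounds, in either direction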;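 also: slope of fluorescence scaled to starting intensity during 10 to 20 s after thallium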
# Thrombin inh: human alpha-thrombin inhibitors, primary screen, counter-screen for coagulation protease inhibitor project, biochemical, 1536-well, fluorogenic AMC substrate; Prothrombin (Homo sapiens), P00734; Boc-VPR-AMC fluorogenic substrate cleavage; inhibition, % at 5 µM; 0.26% of 220,000 active;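 active = inhibition at or above 40%; inactive = inhibition below 40%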;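 also: 0% = enzyme with no compound and 100% = wells without enzyme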
#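 System: Human alpha-thrombin protein | Medium: pH 7.5 Tris (50 mM) with NaCl 150 mM, Tween 20 0.05% | Times: Enzyme reaction carried out at room temperature | Detection: AMC fluorescence, 355/460 nm | Evaluation: Percent inhibition scaled between no-compound controls and no-enzyme blanks | Benchmarks: Enzyme without compound as high, wells lacking enzyme as low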
# PERK inh: block of dimerizer-induced PERK translation repression, primary screen, PERK inhibitor project, CHO PERK-DD cells, SEAP luminescence, HTS; 0.17% of 220,000 active; CHO PERK-DD fusion, SEAP luminescence translation reporter; inhibition, % at 5.6 µM;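 active = inhibition above the mean inhibition of all tested compounds plus 3 SD, set separately per screening campaign, cut at about 2.9% in these data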;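 also: PERK kinase domain activated by AP20187 dimerizer at 100 nM; 0% = DMSO with dimerizer and 100% = rapamycin at 8.4 µM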
# Numbers without * were called inactive; i = inactive; . = not tested or not shown; [ ] = another dose, or the depositor's remark.
# Values run as follows: FXIa inh 1536	FXIIa inh	p97 ATPase inh	Furin inh	Wee1 degr inh	KLK5 inh	Cl transport mod	Thrombin inh	PERK inh
Cc1cc(C)n(Cc2cnc(N3CCOCC3)s2)n1
→ -4	-1	4	-5	2	-5	-0.8	-11	-0.1
O=S1(=O)N=C(Nc2ccc(N3CCOCC3)cc2)c2ccccc21
→ 3	11	3	-19[20 µM]	3	-22	-0.17	0	0.8
CCn1nnnc1SCC(=O)Nc1nnc(C(C)C)s1
→ 4	17	-1	-19	-2	-19	.	5	0.1
CN(/N=C/c1ccc(O)cc1O)c1nc(-c2ccccc2)cc(-c2ccccc2)n1
→ 11	12	4	-2	-1	-5	-0.11	1	0.4
COc1cccc2[nH]c3c(N4CCC(C)CC4)ncnc3c12
→ -4	5	4	-4	1	-2	.	1	-0.7
CCN(CC)C(=S)SC1=CCS(=O)(=O)C1
→ -4	7	-3	-13	10*	-12	-3.4	-2	0.5
CN(C)c1ccc(/C=N/NC(=O)CNC(=O)c2ccco2)cc1
→ -1	6	-1	-13	-1	.	-0.032	-6	0.6
CC1=NNC(=O)C(CC(=O)Nc2ccc(Cl)c(Cl)c2)C1 (stereo unspecified)
→ 6	11	-2	-13	-2	-5	-0.36	-7	1.0
CC(C)N1CC(C(=O)Nc2ccc(Br)c(Cl)c2)CC1=O (stereo unspecified)
→ -6	6	2	-25[20 µM]	0	-24	3.7	-3	0.3
COC(=O)c1sccc1NC(=O)Cn1nnc(-c2ccc(C)cc2)n1
→ -2	-2	2	-16[20 µM]	-1	6	1.1	2	-0.3
Cc1ccc(C(NC(=O)N2CCN(C)CC2)C(Cl)Cl)cc1F (stereo unspecified)
→ 0	8	1	-31	1	0	0.44	5	-0.2
CC(C)NC(=O)CCS(=O)(=O)c1cccc2nonc12
→ 4	8	2	-15[20 µM]	7	-9	0.63	1	0.7
Cc1ccccc1NC(=O)c1cc2ccccn2n1
→ 4	8	-2	-20	6	1	1.3	2	0.8
Cc1nc(N2CCN(c3ccccn3)CC2)c2c(C)c(C(=O)Nc3ccc(F)cc3F)sc2n1
→ -1	11	1	-9	4	-1	-0.29	5	0.2
N=C1N(/N=C/c2ccccc2)C(=Nc2ccccc2)C(=S)N1c1ccccc1
→ 10	11	-1	-7[20 µM]	3	-19	0.19	-1	-0.4
O=C(CSc1nc2ccccc2c(=O)[nH]1)N1CCCCC1
→ -10	-1	4	-2	0	-3	0.3	-7	0.9
CN(CC(=O)O/N=C(\N)c1ccc([N+](=O)[O-])cc1)S(=O)(=O)c1ccc2ccccc2c1
→ 1	15	0	-19[20 µM]	-1	-17	-0.01	-1	0.3
CCOC(=O)CSc1nnc(-c2ccoc2C)n1-c1ccc(C)cc1
→ -3	0	1	1[20 µM]	2	-7	0.36	2	-0.5
O=C(O)CCN1C(=O)CC(N2C(=O)/C(=C/c3ccc(Cl)cc3)SC2=S)C1=O (stereo unspecified)
→ 8	11	-2	6	-1	-31	-0.2	-1	0.1
CCOC(=O)CC12CN3CN(C1)CC(CC(=O)OCC)(C3)C2=O
→ -1	12	-1	-15[20 µM]	2	0	1.5	-3	0.5
Cc1ccc(/C=N/Nc2ccc(C(=O)O)cc2)s1
→ 2	10	-2	-13	-3	0	-0.042	-11	-0.3
CCCn1ncc(CN2CCN(Cc3ccsc3)C(CCO)C2)c1C (stereo unspecified)
→ 0	7	1	-18	-2	.	.	-1	-0.2
CCCCn1c(=O)n(Cc2cccc(F)c2)c(=O)c2c1ncn2Cc1ccco1
→ -6	-7	0	-16	1	-37	-1	1	-0.7
O=C(c1cc2ccccc2[nH]1)N1CCOCC1
→ 9	18	-6	1	-5	29	-0.042	48*	0.3
O=C(Nc1ccc(F)cc1F)c1c(C(F)(F)F)ccnc1Oc1cccc(C(F)(F)F)c1
→ 4	8	5	-7	1	0	1.4	-3	1.2
COC(=O)C(NC(=O)C(NC(=O)c1ccccc1)C(C)C)C(C)C (stereo unspecified)
→ 1	-1	-7	-15[20 µM]	0	-11	1.2	-5	-0.2
COc1ccc(CNCc2cc3c(C(C)(C)C)nn(-c4ccccc4)c3[nH]c2=O)cc1
→ 2	7	4	-25[20 µM]	-3	-3	.	-8	-1.0
O=C(O)Cn1cc(C(=S)N2CCCCC2)c2ccccc21
→ -5	2	2	1	-2	-6	2.1	-8	-1.0
COc1ccccc1NC(=S)N(Cc1cccnc1)Cc1ccccc1Cl
→ -7	-3	0	-29	3	-20	-0.18	2	0.5
O=[N+]([O-])c1ccc(N/N=C/c2cn(-c3ccccc3)nc2-c2ccccc2)cc1
→ 7	5	-5	-15[20 µM]	-2	3	.	0	-0.4
CC(NC(=O)COc1ccc(N(C)S(=O)(=O)c2ccccc2)cc1)c1ccccc1 (stereo unspecified)
→ -3	4	-4	-18	1	5	-0.99	-3	-0.9
Cc1ccc(S(=O)(=O)NCc2ccc3c(c2)cc(C)n3C)cc1
→ -3	-1	7	-10	0	15	.	10	1.9
CCN(CC)C(=O)c1c([N+](=O)[O-])c(C(C)(C)C)nn1C
→ -4	-4	-5	-20	-1	-9	0.066	-9	0.1
COc1ccc(C2=NN(C(=O)CN3CCCC3)C(c3ccc(OC)cc3)C2)cc1 (stereo unspecified)
→ 4	13	0	-27	2	3	1.5	-2	-0.9
Cn1c(=O)c2c(-c3ccccc3)n(-c3ccccc3O)cc2n(C)c1=O
→ -2	12	0	-16	-4	5	.	1	0.7
c1ccc2c(c1)CCc1c-2nc2ccccc2c1N1CCOCC1
→ 3	8	5	-6	3	0	0.14	-3	-1.0
COc1ccc2nc3c(cc2c1)c(NC(=O)c1cccs1)nn3CC(C)C
→ 0	7	2	-7	-1	-10	-0.87	-3	-1.9
C#CCN(C(=O)CC1C(=O)NCCN1C/C=C/c1ccccc1)C1CCCCC1 (stereo unspecified)
→ -7	-1	-1	-5	1	-4	0.0084	5	-0.3
Fc1ccc(C2CC(c3ccco3)=Nc3ccccc3S2)cc1 (stereo unspecified)
→ -2	7	-1	-21	3	-3	0.66	1	-0.3
CO/N=C(\C)c1ncc(C(F)(F)F)cc1N1CCOCC1
→ 4	11	2	-19[20 µM]	-1	17	0.44	-1	0.1
COc1ccc(C2CC(=O)N3CN(Cc4ccco4)CSC3=C2C#N)cc1 (stereo unspecified)
→ 2	-2	-5	-5	2	-2	-0.76	0	-1.2
COc1ccc2c(c1OC)C(=O)N(c1ccc(C)c(C)c1)C2=O
→ -1	0	0	1[20 µM]	-2	-7	-0.064	-4	-0.8
C=CCOC(=O)C1=C[C@H](C2CCCCC2)[C@@H](CCCO)[C@H](OCC)O1
→ -2	3	4	-11	0	-3	1.5	-12	0.5
O=C(Nc1cccc(C(F)(F)F)c1)c1ccc(-n2cncn2)nc1
→ 1	9	4	-24	-3	3	0.51	3	0.1
COc1ccc(C(=O)NC2(C(F)(F)F)NC(=O)N(CCCc3ccccc3)C2=O)c(OC)c1OC (stereo unspecified)
→ -10	-2	-6	-7	-1	-2	-3.8*	-9	-0.2
CCCCCC(=O)Nc1cccc(C2=NOC3(C2)C[C@H](C(N)=O)N(C(=O)[C@H]2CCC(=O)N2)C3)c1 (stereo partly specified)
→ -6	4	.	-23	.	4	0.78	0	.
COc1ccccc1/C=N/NC(=O)C(NC(=O)c1ccccc1)=C(C)C
→ 7	14	1	-14[20 µM]	-3	-3	.	0	-0.3
Cc1cccc(-n2c(C)cc(/C=C3/C(=N)N4C(c5ccccc5)=CSC4=NC3=O)c2C)c1
→ 8	13	5	18	-3	0	1.3	-3	0.5
N#Cc1c2c(c(NCCCN3CCOCC3)n3c1nc1ccccc13)CCC2
→ 3	9	4	-30	-2	-46	-1.9	5	-1.5
O=C(c1cccc2ccccc12)N1CCN(c2ccc([N+](=O)[O-])c(NCc3ccco3)c2)CC1
→ 2	4	4	-11	0	-14	-0.36	-6	0.8
Cc1ccc(SCCC(=O)Nc2ccc(Br)c(C)c2)cc1
→ 30	12	-4	-4	1	-10	-0.77	-9	0.9
COc1ccc(OCCNC(=O)/C=C/c2ccc([N+](=O)[O-])cc2)cc1
→ 1	12	7	-23	-2	-10	-0.36	0	0.6
CC(C)CCOc1ccc(NC(=O)C2OC3OC(C)(C)OC3C3OC(C)(C)OC23)cc1 (stereo unspecified)
→ 7	1	-1	-13[20 µM]	-1	-9	-1.1	3	1.1
CCOc1ccccc1CNCCN1CCOCC1
→ 16	25	8	-6[20 µM]	-1	-7	.	0	0.0
Cc1ccc2c(c1)CN1CN2Cc2cc(C)ccc21
→ 1	12	0	-24	-1	-3	-0.73	1	-0.5
O=C(NNS(=O)(=O)c1ccc(Br)cc1)NC1CCCCC1
→ 18	21	0	-26	0	-13	1.2	-3	0.5
O=C(Nc1ccc2c(c1)oc1ccccc12)c1cccnc1
→ 6	6	11	-10	-1	-26	-1.9	-7	-0.6
O=C(NCCN1C(=O)S/C(=C\c2ccccc2)C1=O)c1cc(S(=O)(=O)N2CCOCC2)c(Cl)cc1Cl
→ 4	4	2	-9	-4	-1	0.024	-5	0.6
COc1cccc(-c2cc(C(=O)O)[nH]n2)c1
→ 1	8	0	-31[20 µM]	-2	-11	0.37	-1	0.7
CCC1=NC(c2ccc(OC)c(OC)c2)N(O)C1(C)C (stereo unspecified)
→ 4	16	-2	-7	0	-16	-3	-7	0.5

# Additional records follow:
# Values run as follows: FXIa inh 1536	FXIIa inh	p97 ATPase inh	Furin inh	Wee1 degr inh	KLK5 inh	Cl transport mod	Thrombin inh	PERK inh
O=C(Cn1c(=O)oc2cc(S(=O)(=O)N3CCCC3)ccc21)NCc1ccc(F)cc1
→ -7	7	-3	-8	-1	-2	.	-5	-0.5
COc1ccc(C(=O)Nc2ccccc2-c2nnn(CC(=O)N3CCOCC3)n2)cc1
→ 6	15	2	-4	3	.	0.048	-5	0.5
CC(C)OC(=O)c1ccc(NC(=O)c2ccccc2)cc1
→ 7	5	-2	-5	-1	17	-0.72	-2	-0.6
CC(=O)N1CCC(=O)Nc2ccc([N+](=O)[O-])cc21
→ 1	6	3	-20	1	2	1.8	-3	0.7
COc1ccc(N(C(=O)C(C)C)S(=O)(=O)c2cccc3cccnc23)cc1
→ 4	6	4	-8	-3	-9	0.84	-15	0.9
Cc1nnc(SCc2cccc(Oc3ccccc3)c2)n1N
→ 3	-1	-3	-17[20 µM]	-1	59*	-0.5	26	0.6
CN(C)c1ccc(-c2nnn(CC(=O)N3c4ccccc4CCc4ccccc43)n2)cc1
→ -8	-5	4	-20	-1	-13	0.45	0	0.3
CCOC(=O)C(C)S(=O)(=O)c1ccc(C(F)(F)F)cn1 (stereo unspecified)
→ -9	-9	-2	-19[20 µM]	-2	-8	.	6	0.6
CSc1ccc(/C=c2\s/c(=C\C(=O)C(C)(C)C)n(CC(=O)NCCC3=CCCCC3)c2=O)cc1
→ 19	31	-3	-14	0	16	i	18	0.1
